Compound activity from PubChem.
mcGAS RapidFire: blocks mouse cGAS cGAMP production; recombinant mouse cGAS, cGAMP by RapidFire MS; inhibition, % at 12.5 µM; AID 1259397; 130,000 compounds, 0.18% hits; Q8C6L5;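 active = inhibition of cGAS enzyme activity at or above 60%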;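 also: enzyme stimulated by 45 bp dsDNA with ATP and GTP substrates; cGAMP share of summed cGAMP plus half ATP and half GTP signals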
Target sequence (Q8C6L5 whole entry, looked up): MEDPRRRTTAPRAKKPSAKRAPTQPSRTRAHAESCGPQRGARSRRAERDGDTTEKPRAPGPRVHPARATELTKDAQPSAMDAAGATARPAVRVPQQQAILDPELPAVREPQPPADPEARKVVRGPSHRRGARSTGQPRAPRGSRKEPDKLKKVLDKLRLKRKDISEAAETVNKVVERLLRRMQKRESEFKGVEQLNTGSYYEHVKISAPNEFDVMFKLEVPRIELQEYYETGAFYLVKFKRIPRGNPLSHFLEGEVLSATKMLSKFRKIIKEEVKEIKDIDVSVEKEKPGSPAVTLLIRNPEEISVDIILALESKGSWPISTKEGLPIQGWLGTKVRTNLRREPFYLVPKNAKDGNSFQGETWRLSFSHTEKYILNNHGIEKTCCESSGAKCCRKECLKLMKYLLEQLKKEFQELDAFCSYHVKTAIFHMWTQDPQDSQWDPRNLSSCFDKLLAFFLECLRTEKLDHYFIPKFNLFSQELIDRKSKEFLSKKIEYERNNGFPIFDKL
An asterisk follows results filed as active; & = joins results of further samples. These rows are one share of the data; count on the stated rates, not on these rows.

SMILES,mcGAS RapidFire
CC(=O)N1C(C(=O)O)CSC1c1ccco1 (configuration not stated),-6
CC(NC(=O)CCS(C)(=O)=O)c1cccc(Cl)c1Cl (configuration not stated),-3
CC(=O)Nc1ccc(C(=O)N(Cc2ccccc2F)C2CC2)cc1,-4
Cc1cccn2cc(CCNC(=O)c3cccs3)nc12,-6
Cc1cc(F)ccc1CCNC(=O)Nc1c(C)noc1C,-12
CCC(=O)Nc1cccc(OCC(=O)NCC2COc3ccccc3O2)c1 (configuration not stated),-17
O=C(c1ccsc1)N1CCOC(CCCc2ccccc2)C1 (configuration not stated),-8
CC1CN(C(=O)C2(NC(=O)OC(C)(C)C)Cc3ccccc3C2)CC(c2ccccc2)O1 (configuration not stated),-1
Cc1ccc(C=NNC(=S)NC(C)C)o1,27
Cc1ccc(C2=NN3C(=N)/C(=C/c4cccs4)C(=O)N=C3S2)cc1,-8
CCN(CC)S(=O)(=O)c1ccc(NC(C)=O)cc1,-7
O=C(c1cc(-c2ccco2)nn1-c1ccccc1)N1CCCC(O)C1 (configuration not stated),-5
CC(C)c1ccc(C2c3c(n(C)c(=O)n(C)c3=O)N=C3COC(=O)C32)cc1 (configuration not stated),-6
COc1ccc(C2=NC(=Cc3sccc3C)C(=O)O2)cc1OC,-8
Cc1c(C(=O)NCc2ccccc2C(F)(F)F)sc(=O)n1Cc1ccc(F)c(Cl)c1,-1
COc1cccc(OC)c1C(=O)N[C@@H]1C(=O)N2[C@@H]1SC(C)(C)[C@@H]2C(=O)O,-3&3
NC(=O)CCN(C(=O)c1cc2ccccc2o1)c1ccc(F)cc1,-6
COc1ccc(-c2ccc(=O)n(CCCNC(=O)Nc3ccccc3OC)n2)cc1,3
OC(c1ccccc1)c1ncc(-c2cccc(C(F)(F)F)c2)[nH]1 (configuration not stated),-6
C/C(=N/N=C1\NC(=O)C(CC(=O)Nc2cccc(Cl)c2Cl)S1)c1ccc(F)cc1 (configuration not stated),-45
CCc1ncc2c(n1)CN(C(=O)c1cccc3c(C)c(C)[nH]c13)C2,-8
Cc1ccsc1CN(Cc1ccc(CO)o1)C1CCCC1,-23
CN(C)C(=O)c1cccnc1SCc1ccc(-c2csnn2)cc1,-4
Cc1cc(Br)ccc1NC(=O)CN(C)C(=O)c1ccc(-c2ccc([N+](=O)[O-])cc2)o1,-1
CC(c1ccc(-c2ccc3c(c2)OCCC3=O)cc1)N1CCOCC1 (configuration not stated),-9
CSCCC(=O)N1CCC(C(=O)Nc2cccc(-c3cccc(Cl)c3)c2)CC1,0
COc1cccc(-c2n[nH]c3c2CN(Cc2cccc(C(C)=O)c2)CC3)c1,-11
c1ccc(-c2nnc(CSc3nnc4sc5ccccc5n34)o2)cc1,-13
O=C(Nc1nnc(-c2cc3ccccc3o2)o1)c1ccc(Cl)s1,0
CC1(C)C(=O)NC(=O)N1CC(=O)N1CCC1c1ccc(F)cc1 (configuration not stated),-5
COC(=O)c1ccc(CN2CCN(Cc3cccc(OC)c3)C(CCO)C2)cc1 (configuration not stated),-8
CCCCc1noc(C(C)SCc2cc3ccccc3[nH]c2=O)n1 (configuration not stated),-30
O=C(Nc1nnc(C2CC(=O)N(c3ccccc3)C2)o1)c1cc(Cl)sc1Cl (configuration not stated),-4
CCN(CC)[N+]([O-])=NO,-5
CCCC1SCCN1C(=O)c1ccc(S(=O)(=O)NC)o1 (configuration not stated),-1
CCOC(=O)N1CCC(NCCCn2cc(C)cn2)CC1,-1
CN(C)C(=O)CC(=O)Nc1cc(CC2CCCCC2)[nH]n1,-5
CC(=O)c1cccc(OCC(=O)N2c3ccccc3CC2C)c1 (configuration not stated),-7
CN(C(=O)c1cc(=O)[nH]c2ccccc12)C1CCCN(CCCc2ccccc2)C1 (configuration not stated),5
CCOC(=O)c1ncc2[nH]c3cccc(OC(C)C)c3c2c1C,-1
CCN1C(=O)NC2(CCN(S(=O)(=O)c3cccnc3)CC2)C1=O,8
COCCc1noc(CSC(C)c2ccccc2Cl)n1 (configuration not stated),6
CCN=c1scc(-c2ccco2)n1N=Cc1ccc2c(c1)OCO2,-20
Cc1cc(NC(=O)C2(C)CCOCC2)nc(C(C)C)n1,4
O=C(CSc1nnnn1-c1cccc(F)c1)NCc1ccc2c(c1)OCO2,-2
CCN(Cc1noc(CC(C)C)n1)C(=O)c1ccco1,-19
O=C(Nc1ccccc1)N1CCN(C(=O)c2ccccc2SC(F)F)CC1,5
O=C(N/N=C\c1ccccc1OC(=O)c1ccccc1)c1ccc(NC(=O)c2ccccc2)cc1,-8
CC(Cn1cccn1)NC(=O)NCC(c1cccs1)N1CCCC1 (configuration not stated),-25
O=c1cc(NCc2ccccc2S(=O)(=O)N2CCOCC2)nc2ccccn12,-3
CCC(=O)Nc1ccc(Oc2ccccc2Cl)cc1,-4
CC=CCn1c(SCCCC)nc2c1c(=O)[nH]c(=O)n2C,3
O=C1N=c2ccccc2=C1N=Nc1nc(O)c(-c2c(O)[nH]c3ccccc23)s1,58
COc1ccc(OC)c(/C=C2N=C(/C=C/c3ccccc3OC)OC\2=O)c1,-28
Cc1cc(C(=O)N(Cc2ccccn2)c2nc3c(F)cccc3s2)n(C)n1,-11
O=C(COc1ccc(Cl)cc1)N1CCCC(OCc2ccccc2)C1 (configuration not stated),-5
CCCC12CN3CC(CCC)(CN(C1)C3c1cccs1)C2=O (configuration not stated),-6
CCCCCCC1C(C#N)C(=N)SC(=N)C1C#N (configuration not stated),2
COc1ccc(Cn2ccnc2-c2ccccc2OCCO)cc1,10
Fc1ccc(N2CCCN(Cc3cnc(-c4ccccn4)nc3)CC2)cc1,-6

6 entries already listed, sorted by SMILES length, rising.
SMILES,mcGAS RapidFire
CCC(=O)Nc1ccc(Oc2ccccc2Cl)cc1,-4
CC(Cn1cccn1)NC(=O)NCC(c1cccs1)N1CCCC1 (configuration not stated),-25
CN(C)C(=O)CC(=O)Nc1cc(CC2CCCCC2)[nH]n1,-5
O=C(CSc1nnnn1-c1cccc(F)c1)NCc1ccc2c(c1)OCO2,-2
O=c1cc(NCc2ccccc2S(=O)(=O)N2CCOCC2)nc2ccccn12,-3
O=C(N/N=C\c1ccccc1OC(=O)c1ccccc1)c1ccc(NC(=O)c2ccccc2)cc1,-8

Next part
SMILES,mcGAS RapidFire
CCNC(=O)c1ccc(-c2cccnc2OCC)s1,-35
Cc1ncsc1CCOC(=O)C12CC3CC(CC(C)(C3)C1)C2,46
Cc1cc(C)cc(Nc2nnc(Cc3ccccc3)c(=O)[nH]2)c1,-7
CC(=O)Nc1ccc(-c2ccc(C(C)N3CCOCC3)cc2)cn1 (configuration not stated),-32
COc1ccc(C)cc1-n1cnnc1CCN,-11
CC1CCC2C(=O)N(C)C(=O)C2C1C(=O)N(C)CC1CCCCC1 (configuration not stated),-10
CCC12CC3CC(C1)CC(P(NC(=O)c1ccccc1)NC(=O)c1ccccc1)(C3)C2,-3
N#Cc1cccc(NC(=O)C(c2ccccc2)N2CCCCC2=O)c1 (configuration not stated),-9
CC(C)(C)c1ccc(OCC(O)Cn2nc(-c3ccc(F)cc3)oc2=O)cc1 (configuration not stated),0
Cc1ccccc1Cn1c(=O)c2c(nc3n2CCN3Cc2ccccc2)n(C)c1=O,-6
CCN(CC)S(=O)(=O)c1ccc(NN=C2CCSc3ccc(F)cc32)nc1,-6
COc1ccc(CN(C)C2CCCN(CCc3ccccc3)C2)cc1O (configuration not stated),2
COc1cc([C@@H]2c3cc4c(cc3C(O[C@@H]3O[C@@H]5CO[C@@H](c6cccs6)OC5[C@H](O)[C@H]3O)C3COC(=O)[C@@H]32)OCO4)cc(OC)c1O (some centres not stated),-15
C=CCn1ccnc1C(O)(CC(C)=O)C(F)(F)F (configuration not stated),3
CCn1cc([N+](=O)[O-])c(C(=O)N2N=C3/C(=C/c4scnc4C)CCCC3C2c2scnc2C)n1 (configuration not stated),1
O=c1oc2ccc(Cl)cc2cc1-c1csc(Nc2cccc(C(F)(F)F)c2)n1,1
CN(C)CCn1c2c(c3ccccc31)CCCn1cnnc1-2,12
COCC(=O)N1CCC(Oc2ccc(C(=O)N3CCCCO3)cc2)CC1,-8
O=C(c1cc(C2CC2)[nH]n1)N1C[C@H]2CC=CC[C@H]2C1,-32&8
COc1ccc(OC)c(-c2ccc(=O)n(CC(=O)NC3CCCCC3)n2)c1,-4
COc1ccc(C)cc1-n1c(SCC(=O)O)nnc1-c1cccnc1,-7
COCCn1c(=O)c2c(nc3n2CC(C)CN3c2ccc(Cl)cc2)n(C)c1=O (configuration not stated),-6
Cc1nn(C)c(NC(=O)c2cc(C(C)C)[nH]n2)c1C,6
CC=CCn1c(=O)c2c(nc3n(CCO)c(C)c(C)n23)n(C)c1=O,-8
COc1ccc(Br)cc1CN1CCN(CC2CC3C=CC2C3)CC1 (configuration not stated),-11
CCOC(C)c1noc(CN2CC(C)C(=O)Nc3ccccc32)n1 (configuration not stated),-3
CC1Cc2cc(S(N)(=O)=O)ccc2N1 (configuration not stated),-4
COCCC1(C(=O)Nc2cc(CSC)ccn2)CCC1,-4
Cc1nn(-c2ccccc2)c2c1P(=O)(N1CCCCC1)C(=C1N(C)c3ccccc3C1(C)C)C=N2 (configuration not stated),-27
CC(=O)c1ccc(N2CCOCC2)c(-c2ccc3c(c2)OCO3)c1,-17

Reformatted with each value named: entries from further up.
> COc1ccc(C)cc1-n1c(SCC(=O)O)nnc1-c1cccnc1
  mcGAS RapidFire: -7

> COCCn1c(=O)c2c(nc3n2CC(C)CN3c2ccc(Cl)cc2)n(C)c1=O (configuration not stated)
  mcGAS RapidFire: -6

> Cc1nn(C)c(NC(=O)c2cc(C(C)C)[nH]n2)c1C
  mcGAS RapidFire: 6

(next part)
SMILES,mcGAS RapidFire
CN(Cc1ccc2ccccc2n1)Cc1ccccc1C(=O)O,-7
Cc1cc(C)c(S(=O)(=O)N2CCCOC2CNC(=O)C(=O)NCCCN2CCCC2=O)c(C)c1 (configuration not stated),-8
c1ccc(Nc2ccc(-n3ccnc3)nn2)cc1,4
CC(C)(CNCc1c(C(=O)N2CCOCC2)nc2ccccn12)N1CCOCC1,-12
Cc1ccc(N=Cc2nc(-c3ccc(Cl)cc3)oc2O)cc1,10
COC(=O)CCCC(=O)N1CCOC(Cc2cccc(OC)c2)C1 (configuration not stated),2
COc1ccc2[nH]c(C(=O)NCCCn3cncn3)c(C)c2c1,-14
Cc1cc(C(=O)NCC2(O)CCCNCC2)sc1-c1ccccc1 (configuration not stated),-8
CCC1CCCCN1C(=O)c1cccc(NC(=O)C2CCCC2)c1 (configuration not stated),-8
O=CC1=C(Sc2ccccc2)CCCC1,0
COc1ccc2c(c1)OCC(C=C(C#N)c1ccccn1)=C2,-3
Cn1nnnc1Sc1c([N+](=O)[O-])cc(C(F)(F)F)cc1[N+](=O)[O-],-4
CCOc1ccc(/C=C2N=C(/C=C/c3ccccc3OC)OC\2=O)cc1,-9
FC(F)(F)c1ccc2nnc(SCc3ccc(-c4csnn4)cc3)n2c1,-2
C=CCn1c(-c2ccccc2)nn(CN2CCN(Cc3ccccc3)CC2)c1=S,0
CC(C)N(CC(=O)NCCc1ccc(S(N)(=O)=O)cc1)c1cnn(C)c1,11
O=C(N1CCOC(COc2cccc(C(F)(F)F)c2)C1)C1(c2ccccc2)CC1 (configuration not stated),-4
C#CCNC(=O)CS(=O)(=O)Nc1ccc(N2CCCCC2)cc1,-14
CCn1c(O)c(N=NC(=O)c2ccccc2Cl)c2ccccc21,6
O=C(O)c1ccnc(-c2ccnc(-c3ccco3)n2)c1,22
CN(Cc1cc(-c2ccccc2)n[nH]1)C(=O)c1cn(CC2COc3ccccc3O2)nn1 (configuration not stated),-8
O=C(Nc1nc2c(s1)CCC2)c1ccc(Br)cc1,-3
NS(=O)(=O)c1cc2c(cc1Cl)NC(C(Cl)Cl)NS2(=O)=O (configuration not stated),8
CC(C)COC1=CC(C/C=C/CC2C=C(OCC(C)C)CCC2=O)C(=O)CC1 (configuration not stated),-5
Cc1cc(NC(=O)C(C)Oc2ccc3c(=O)c(-c4ccccc4)c(C)oc3c2)no1 (configuration not stated),1
CCCCn1c(N)c(N(Cc2ccco2)C(=O)Cn2[nH]c(=O)ccc2=O)c(=O)[nH]c1=O,4
O=c1oc2cc(OCc3cc(=O)n4ccsc4n3)ccc2c2c1CCCCC2,-9
CC(=O)Nc1ccc(SCC(=O)N2CCN(c3ccccc3)CC2)nn1,5
CC1(C)Cc2c(c(N3CCCCC3)nc3sc(C#N)c(N)c23)CO1,-23
CCOC(=O)C1C(=O)N(C(=O)c2cncc(Br)c2)CC1c1ccccc1 (configuration not stated),-29
CC(C)CC(NC(=O)c1ccc(S(C)(=O)=O)cc1)c1cccc(C(F)(F)F)c1 (configuration not stated),12
Cn1cc(-c2ccc(-c3nc(Cc4ccc(F)cc4)no3)cn2)cn1,-14
Cc1ccc(C)c(C(C)NC(=O)COc2ccccc2C#N)c1 (configuration not stated),1
Cc1ccc(N2CC(C(=O)NCC3CCN(S(=O)(=O)C4CC4)CC3)CC2=O)cc1C (configuration not stated),-9
CC(Oc1ccc(F)c(F)c1)C(=O)NC1CS(=O)(=O)c2ccccc21 (configuration not stated),-2
CCOC(=O)C1(Cc2ccc(OC)cc2)CCN(C(=O)c2ccc3oc(C)cc3c2)CC1,-3
CCn1c(CC2CCN(Cc3ccc(-c4ccn[nH]4)o3)CC2)nn(C)c1=O,-22
Oc1c(Cl)cc(Cl)c2ccc(/C=C/c3cccnc3)nc12,6
COc1cc(S(=O)(=O)NCc2cccnc2)ccc1F,-7
